Growth percent in the NCI-60 one-dose screen (48 h, 10 µM unless noted): 100 = growth as untreated, 0 = no growth, -100 = all killed.
OVCAR-5: OVCAR-5 ovarian cancer. 82,000 compounds, 2.9% hits. AID 1794783
UO-31: UO-31 renal cancer | 81,000 compounds, 5.2% hits | AID 1794768
TK-10: TK-10 renal cancer cells | 81,000 compounds, 3.9% hits | AID 1794769
SN12C: SN12C renal cancer cells. 81,000 compounds, 3.8% hits. AID 1794767
OVCAR-4: OVCAR-4 ovarian cancer cells; 80,000 compounds, 3.7% hits
786-0: 786-0 renal cancer cells. 81,000 compounds, 5.1% hits
IGROV1: IGROV1 ovarian cancer. 79,000 compounds, 4.7% hits. AID 1794786
SK-OV-3: SK-OV-3 ovarian cancer cells; 80,000 compounds, 3.2% hits; AID 1794785
* marks the source's active call; other numbers are inactive results; x = not tested or not shown; & = joins results of further samples. Rule for the calls: active = growth percent below 10; inactive = the rest. Rows are unselected. About 8.7% of those tested had a hit in this group.

Order of results: OVCAR-5 | SK-OV-3 | 786-0 | OVCAR-4 | UO-31 | SN12C | TK-10 | IGROV1
C/C(=N/NC(=O)/C=C/C=C/c1ccc2c(c1)OCO2)c1ccc(Br)cc1
→ 97 | 104 | 105 | 94 | 73 | 101 | 109 | 86
COc1cccc(Cn2nc(Nc3ccccn3)nc2N)c1
→ 85 | 89 | 92 | 86 | 49 | 100 | 94 | 75
COC(=O)C(NC(=O)c1ccccc1)C(C)(C)SCc1ccccc1 (stereo not given)
→ 105&97 | 104&109 | 114&107 | 93&104 | 67&87 | 92&100 | 109&98 | 84&110
CCCCS(=O)(=O)O
→ 99 | 100 | 93 | 95 | 90 | 108 | 102 | 106
NS(=O)(=O)c1ccc(-n2nc(CCCNC(=O)Nc3ccc(C(F)(F)F)cc3)cc2-c2ccccc2)cc1
→ 108 | 76 | 111 | 101 | 76 | 92 | 103 | 82
C[N+](C)(C)c1ncnc2[n-]cnc12
→ 76 | 99 | 73 | 105 | 88 | 72 | 79 | x
O=C1NC(=S)S/C1=C/c1cn(-c2ccccc2)nc1-c1ccc(Cl)cc1
→ 101 | 80 | 92 | 82 | 79 | 78 | 87 | 89
Cc1cc2c(c(C#N)c1C)NC=NC2C (stereo not given)
→ 114 | 97 | 101 | 106 | 80 | 96 | 114 | 110
CCN(CC)c1cc(C)c2cc(NC(=O)c3cccc(OC)c3)ccc2n1
→ 98 | 104 | 70 | x | 82 | 79 | 114 | 98
Cn1c(=O)c2c(nc(Cl)n2C)n(C)c1=O
→ 93 | 103 | 96 | 94 | 87 | 101 | 98 | 102
NC(=O)c1ccccc1N
→ 102 | 111 | 96 | 117 | 107 | 106 | 97 | 84
CCOc1ccc(Nc2nc3c(s2)C(=O)c2ccccc2C3=O)cc1
→ 112 | 103 | 108 | 65 | 73 | 51 | 127 | 82
COc1cccc(NC(=O)c2c(-c3ccccc3)c(-c3ccccc3)n[nH]c2=O)c1
→ 98 | 99 | 98 | 86 | 87 | 97 | 120 | 105
CC1O[C@@H]2C[C@@](O)([C@H]1O)n1c3ccccc3c3c4c(c5c6ccccc6n2c5c31)C(=O)NC4=O (stereo not given in full)
→ 73 | 48 | 49 | 67 | 25 | 55 | 80 | 68
Clc1nnc(NC2CCCCC2)c(Cl)c1Cl
→ 76 | 103 | 113 | 91 | 94 | 92 | 94 | 87
O=C(CSc1nc2ccccc2s1)N1c2ccccc2Sc2ccccc21
→ 90 | 101 | 91 | 85 | 65 | 87 | 118 | 83
CC(C(=O)C(C)(C)C)C(=O)C(C)(C)C
→ 106 | 108 | 94 | 97 | 85 | 107 | 111 | 96
C#C[C@]1(O)CC[C@H]2[C@@H]3CC=C4c5sc(-c6cccc(F)c6)nc5CC[C@]4(C)[C@H]3CC[C@@]21C
→ 83 | 93 | 65 | 110 | 82 | 90 | 121 | 97
CCNCC(O)Cc1ccc(OCC)cc1 (stereo not given)
→ 110 | 96 | 98 | 113 | 90 | 100 | 92 | 117
COc1cc(O)c2c(=O)c3c(CC=C(C)C)cc(OC)c(O)c3oc2c1
→ 51 | 17 | 36 | 53 | 44 | 40 | 67 | 42
C[C@@H]1[C@H](CCO)[C@H]1CCc1ccccc1
→ 93 | 93 | 93 | 106 | 84 | 96 | 93 | 96
COc1cc(NC(=O)COc2cc(O)c3c(=O)cc(-c4ccccc4)oc3c2)cc(OC)c1
→ 98 | 107 | 99 | 101 | 84 | 97 | 96 | 97
CS(=O)(=O)c1ccc(C(=O)/C=C/c2cn(-c3ccc(F)cc3)nc2-c2ccc(S(C)(=O)=O)cc2)cc1
→ 104 | 100 | 93 | 107 | 89 | 99 | 119 | 102
N/C(CC(=O)Nc1ccc(F)cc1)=N\O
→ 106 | 98 | 104 | 109 | 87 | 105 | 110 | 99
O=C(Nc1nc2ccc(Br)cc2s1)c1ccccc1
→ 103 | 96 | 100 | 105 | 79 | 113 | 112 | 88
CC(C(=O)O)c1ccc2c(c1)Cc1cccnc1O2 (stereo not given)
→ 113 | 104 | 110 | 109 | 94 | 102 | 107 | 122
COc1ccc(C2CC(c3ccc4c(c3)OCO4)=Nc3c(N)nc(N)nc3N2)cc1 (stereo not given)
→ 97 | 86 | 90 | 75 | 65 | 86 | 104 | 85
CCCCC(CC)COC(=O)C[N+](C)(C)CCOC(c1ccccc1)c1ccccc1 (stereo not given)
→ 76 | 59 | 78 | 23 | 96 | 43 | 54 | -0.7*
COc1cccc(OCC(O)CN2CCN(c3ccc(C)cc3)CC2)c1 (stereo not given)
→ 114 | 126 | 103 | 106 | 90 | 104 | 114 | 114
COc1cc(/C=N/Nc2nnc3n2N=C(c2ccc(Cl)cc2)CS3)ccc1O
→ 98 | 102 | 92 | 94 | 70 | 88 | 106 | 87

Arranged by count of non-hydrogen atoms (highest first): some entries from above
Order of results: OVCAR-5 | SK-OV-3 | 786-0 | OVCAR-4 | UO-31 | SN12C | TK-10 | IGROV1
O=C(CSc1nc2ccccc2s1)N1c2ccccc2Sc2ccccc21
→ 90 | 101 | 91 | 85 | 65 | 87 | 118 | 83
COc1cccc(OCC(O)CN2CCN(c3ccc(C)cc3)CC2)c1 (stereo not given)
→ 114 | 126 | 103 | 106 | 90 | 104 | 114 | 114
CCOc1ccc(Nc2nc3c(s2)C(=O)c2ccccc2C3=O)cc1
→ 112 | 103 | 108 | 65 | 73 | 51 | 127 | 82

Other results:
Order of results: OVCAR-5 | SK-OV-3 | 786-0 | OVCAR-4 | UO-31 | SN12C | TK-10 | IGROV1
COc1ccccc1-n1c(-c2ccc(O)cc2C)cn2c3c(=O)[nH]c(=O)n(C)c3nc12
→ 87 | 66 | 72 | 84 | 74 | 75 | x | 22
CS(=O)(=O)Oc1ccc(Br)c2cccnc12
→ 86 | 116 | 87 | 99 | 93 | 103 | 82 | 111
Oc1ccccc1C=Nc1ccccc1
→ 110 | 120 | 36 | 104 | 90 | 99 | 110 | 101
COC(=O)c1c(C#N)c(C#N)c2c([nH]c3ccccc32)c1C(=O)OC
→ 94 | 94 | 92 | 88 | 60 | 95 | 130 | 80
Cn1ccc2cc(NC(=O)c3cnccn3)ccc21
→ 104 | 111 | 82 | 98 | 95 | 98 | 84 | 106
O=C(Nc1ccc(Cl)c(C(F)(F)F)c1)Nc1ccc2c(ccn2C(=O)c2cccc(F)c2)c1
→ 67 | 99 | 42 | 7.2* | 36 | 43 | 46 | 25
O=c1[nH]cc(NCCO)c(=O)[nH]1
→ 102 | 95 | 98 | 109 | 90 | 99 | 98 | 107
Cc1c2cnccc2c(C)c2c1c1cc(CO)ccc1n2C
→ -27* | -43* | -13* | -56* | -33* | -34* | -28* | -36*
CC(C)Sc1oc(-c2ccccc2)nc1S(=O)(=O)c1ccc(Br)cc1
→ 108 | 80 | 85 | 87 | 70 | 87 | 76 | 90
CC/C(=C\c1ccc(O)c(O)c1)C(=O)NC(Cc1ccccc1)C(=O)C(=O)NCc1ccccc1 (stereo not given)
→ 103 | 111 | 97 | 73 | 82 | 98 | 99 | 79
CCN(CC)Cc1cc(Nc2c3ccccc3nc3cc(Cl)ccc23)ccc1O
→ -15* | -2.8* | -55* | -98* | -73* | -37* | -66* | 3.0*
O=C1C2=C(C(=O)c3ccccc31)C(CCc1ccccc1)c1sc(=O)[nH]c1S2 (stereo not given)
→ 109 | 95 | 112 | 80 | 52 | 82 | 215 | 74
CC(C)c1ccc(C(=O)C2CC2)cc1
→ 100 | 102 | 97 | 110 | 89 | 108 | 114 | 97
COc1cc(/C=C/C(=O)CC(=O)/C=C/c2cc(Br)c(OC)c(OC)c2)cc(Br)c1OC
→ 99 | 97 | 94 | 103 | 88 | 97 | 109 | 109
CC1(C)[C@@H](OCCC#N)CC[C@]2(C)[C@H]3C(=O)C=C4[C@@H]5C[C@](C)(C(=O)O)CC[C@]5(C)CC[C@@]4(C)[C@]3(C)CC[C@@H]12
→ 103 | 110 | 97 | 103 | 95 | 100 | 98 | 100
C[C@@H]1C(=O)[C@]23C[C@H]1CC[C@@]21C(=O)OC[C@]12C(=O)C=CC(C)(C)[C@H]2O3
→ 103 | 86 | 97 | 103 | 95 | 96 | 98 | 110
NNc1ccc([N+](=O)[O-])cn1
→ 120 | 104 | 99 | 108 | 87 | 101 | 114 | 136
COc1ccc(NC2=C(C#N)C(=N)N3C(=NN2)Sc2c(C)ccc(C)c23)cc1
→ 109 | 98 | 115 | 111 | 90 | 108 | 141 | 89
Nc1nc(CF)cc(=O)[nH]1
→ 102 | 108 | 99 | 108 | 87 | 101 | 85 | 103
CCCCCCOc1ccc(C2(Cl)c3ccccc3N(C)c3ccccc32)cc1
→ 107 | 61 | 47 | 41 | 68 | 52 | 77 | x
O=C1CSCCN1
→ 83 | 94 | 96 | 96 | 76 | 98 | 96 | 101
COc1ccc(C(SCCNCc2cc(N(C)C)ccn2)(c2ccccc2)c2ccccc2)cc1
→ -14* | -5.1* | -23* | 22 | 15 | x | 24 | 11
COc1ccc(-c2cc(-c3c[nH]c4ccccc34)nc(-c3c[nH]c4ccccc34)c2C#N)cc1
→ 104 | 95 | 103 | 106 | 75 | 99 | 142 | 85
CCOc1ccc2c(c1)/C(=C\C=C\C1CC(C)C3CC(OCC)CCC3N1CC)CC(C)N2CC (stereo not given)
→ 34 | 15 | 10 | 15 | 0.2* | 6.7* | x | 32
CCOc1ccc(CCNC(=O)c2cccs2)cc1OCC
→ 100 | 109 | 105 | 88 | 111 | 98 | 99 | 122
COc1ccc([C@H]2[C@H](O)C(=O)N2c2cc(OC)c(OC)c(OC)c2)cc1O
→ 30 | 21 | 17 | 70 | 33 | 25 | 81 | 27
COc1cc(-c2nc(-c3ccccc3)c(-c3ccccc3)n2C2CCCCC2)ccc1OC1CCCC1
→ 71 | 91 | 75 | 51 | 44 | 69 | 97 | 90
CC1=CC(c2ccc(C)cc2)N2N=C(C)SC2=N1 (stereo not given)
→ 115 | 104 | 107 | 93 | 102 | 100 | 99 | 111
Cc1nc2ccc(Nc3nc(NCCN4CCOCC4)nc(N4CCOCC4)n3)cc2n1Cc1ccccc1
→ 112 | 103 | 97 | 110 | 87 | 106 | 101 | 122
O=C1/C(=C/c2ccc(OCCCCCCOc3ccccc3Cl)cc2)N=C2SCCCN12
→ 110 | 108 | 94 | 84 | 73 | 98 | 101 | 100
CC(=O)C(N=Nc1ccc(S(=O)(=O)Nc2ccccn2)cc1)C(=O)Nc1ccc(Cl)cc1 (stereo not given)
→ 107 | 91 | 91 | 81 | 81 | 99 | 103 | 95
NCCNCCNCCN
→ 101&111 | 102&111 | 98&92 | 99&114 | 98&79 | 98&106 | 104&102 | 115&113
CO[C@H]1/C=C/O[C@@]2(C)Oc3c(C)c(O)c4c(O)c(c5c(nc6cc(C)ccn65)c4c3C2=O)NC(=O)/C(C)=C\C=C\[C@H](C)[C@H](O)[C@@H](C)C(O)[C@@H](C)[C@H](OC(C)=O)[C@@H]1C (stereo not given in full)
→ 113 | 32 | 95 | 100 | 76 | 99 | 102 | 97
Cn1c2ccc(Br)cc2c2nnc(Sc3no[n+]([O-])c3-c3ccccc3)nc21
→ 117 | 132 | 94 | 87 | 81 | 101 | 105 | 102
O=c1[nH]c(CN/N=C/c2ccc(Cl)cc2)nc2ccccc12
→ 107 | 98 | 93 | 107 | 82 | 103 | 105 | 103
Nc1c(I)cc(CC(=O)O)cc1I
→ 107 | 99 | 106 | 115 | 92 | 110 | 96 | 112
CN1C(=O)C(Nc2ccc(C(=O)Nc3ccc(Cl)cc3)cc2)=C(c2ccc(Cl)cc2)C1=O
→ 86 | 49 | 69 | 76 | 53 | 79 | 79 | 68
CCCCCCCCCCCCOC(=O)c1ccc(O)c(OC)c1
→ 104 | 115 | 100 | 87 | 42 | 78 | 102 | 64
CC(C[N+](C)(C)C)OC(N)=O (stereo not given)
→ 112 | x | x | 111 | 83 | 90 | 118 | 98
O=C(CNC(=O)OCc1ccccc1)NC(Cc1cnc[nH]1)C(=O)O (stereo not given)
→ 101 | 106 | 103 | 87 | 81 | 107 | 89 | 113
O=C(CCn1c[n+](CC(=O)c2ccc(-c3ccccc3)cc2)c2ccccc21)Nc1cccc2cccnc12
→ 82 | 75 | 72 | 25 | 83 | 54 | 98 | 11
O=C1CCCCN1c1ccc(C2=NCCCN2)cc1
→ 96 | 119 | 95 | 91 | 79 | 93 | 99 | 96
Clc1ccc([I+]c2ccc(Cl)cc2Cl)c(Cl)c1
→ -26* | 97 | 11 | 0.2* | -51* | 33 | -82* | 40
CC1(C)CC(=O)C2=C(C1)N(c1ccc(OC(F)(F)F)cc1)C(N)=C(C#N)C2c1ccc(F)cc1 (stereo not given)
→ 99 | 91 | 97 | 82 | 79 | 91 | 95 | 98
COc1cc2c3c(cccc3c1)C(=O)N(CCN1CCCC1)C2=O
→ 34 | 34 | 36 | 22 | -3.2* | 30 | -6.3* | 24
CCCCCn1c(=N)n(CC(O)COc2cccc(C)c2)c2ccccc21 (stereo not given)
→ 62 | 13 | 33 | 6.8* | 0.6* | 12 | 21 | 28
Clc1ccc(C2NN3C(=NC4=C2Cc2ccccc2C4)C(c2nc4ccccc4s2)=Cc2cc(Br)ccc23)c(Cl)c1 (stereo not given)
→ 80 | 64 | 92 | 59 | 40 | 63 | 115 | 44
O=C/C=C/c1ccc([N+](=O)[O-])cc1
→ 107 | 89 | 102 | 104 | 84 | 102 | 100 | 101
c1ccc(Cn2cc3c(c2-c2ccccc2)CCCc2cnoc2-3)cc1
→ 100 | 102 | 105 | 100 | 82 | 103 | 111 | 98

Source: PubChem (NCI)
